# TDP1 cell noCPT: qHTS for Inhibitors of human tyrosyl-DNA phosphodiesterase 1 (TDP1): qHTS in cells in absence of CPT; DT40 Tdp1-/- hTDP1 cells, no CPT, ATP luminescence, 48 h; Potency, µM (highest dose often 46.2 µM), without a hit: at the top dose activity change, negative = growth inhibition, usual class: inhibitors; 420,000 tested, 15% active; AID 686978, 2013; note: nearly all actives have a fitted effect of over 55% in size
#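 Compound effects on proliferation are scored in DT40 Tdp1-/-;hTDP1 cells in the absence of CPT. ATP levels (CellTiter-Glo luminescence) are recorded after a ≥48 hr, 37 °C incubation.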
# TDP1 block: qHTS Assay for Inhibitors of Tyrosyl-DNA Phosphodiesterase (TDP1). AID 485290, 2010. Tyrosyl-DNA phosphodiesterase 1 (Homo sapiens), Q9NUW8. recombinant TDP1, AlphaScreen DNA substrate cleavage. Potency, µM (doses to about 130 µM), without a hit: at the top dose activity change, negative = inhibition, usual class: inhibitors. 350,000 tested, 0.28% active; note: nearly all actives have a fitted effect of over 40% in size
# Target sequence (Q9NUW8 whole entry, looked up): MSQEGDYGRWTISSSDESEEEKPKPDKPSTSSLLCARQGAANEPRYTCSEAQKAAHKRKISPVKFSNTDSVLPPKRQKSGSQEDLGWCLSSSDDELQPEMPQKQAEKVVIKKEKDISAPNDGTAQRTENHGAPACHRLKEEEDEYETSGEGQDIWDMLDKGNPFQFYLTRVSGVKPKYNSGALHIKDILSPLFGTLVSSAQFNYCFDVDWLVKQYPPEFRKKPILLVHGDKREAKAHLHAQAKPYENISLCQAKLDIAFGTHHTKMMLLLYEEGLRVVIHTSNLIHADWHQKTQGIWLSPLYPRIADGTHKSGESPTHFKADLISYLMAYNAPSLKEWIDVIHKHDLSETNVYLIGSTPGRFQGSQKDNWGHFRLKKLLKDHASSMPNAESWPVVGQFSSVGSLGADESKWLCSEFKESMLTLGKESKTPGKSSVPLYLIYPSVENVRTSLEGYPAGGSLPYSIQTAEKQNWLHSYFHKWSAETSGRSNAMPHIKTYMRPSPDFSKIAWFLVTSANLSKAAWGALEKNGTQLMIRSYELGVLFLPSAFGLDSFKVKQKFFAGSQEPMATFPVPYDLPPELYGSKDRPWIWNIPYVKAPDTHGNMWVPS
#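 Steps: enzyme plus compound, 15 min RT; add biotin/phosphotyrosine-FITC oligonucleotide (15 nM final), react 5 min; add donor/acceptor beads (10 ug/ml final), 10 min; read AlphaScreen. Tdp1 at 1 nM final.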
# TDP1 cell CPT: qHTS for Inhibitors of human tyrosyl-DNA phosphodiesterase 1 (TDP1): qHTS in cells in presence of CPT; chicken DT40 Tdp1-/-;hTDP1 cells + 20 nM CPT, ATP luminescence, 48 h; Potency, µM (series often up to 46.2 µM), for inactives: at the highest dose activity change, negative = growth inhibition, most hits filed as inhibitors; 420,000 tested, 12% active; AID 686979, 2013; note: nearly all actives have a fitted effect of over 55% in size
#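 Chicken DT40 Tdp1-/- cells stably complemented with human TDP1 were seeded at 400 cells/well in medium containing 20 nM camptothecin, exposed to pin-transferred compounds, and grown at 37 °C for at least 48 hr. Viability was read as ATP luminescence.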
# Active calls of the source: *; ? = inconclusive; / = not tested or not shown; & = joins results of further samples; [ ] = remark or other dose. Calls come from the whole dose curve; as a rule, active = well fitted curve in the direction sought with a large enough effect; inconclusive = small, poorly fitted or top-dose-only effect, or another doubt; inactive = no such curve, though single readings can be large; an effect the other way counts as inactive or inconclusive. % is set by controls: 0 for no effect and ±100 for the full control effect; potency is the fitted concentration of half-maximal effect.
molecule | TDP1 cell noCPT | TDP1 cell CPT | TDP1 block
CC1(C)CC(=O)C2=C(C1)Nc1ccccc1NC2c1ccccn1 (stereo not given) | 4.5% | 8.6% | -3.1%
CN(C)NC(=O)c1csnc1-c1c(Cl)cccc1Cl | -14.2% | 6.0% | 0.0%
CC(c1ccc(F)cc1)n1cc(C(=O)NCCN(C)C)nn1 (stereo not given) | 21.1% | -27.4% | 0.0%
CCCC1(C(=O)OCC)NC(c2ccc(N(C)C)cc2)C2C(=O)N(c3ccc(F)cc3)C(=O)C21 (stereo not given) | -16.5% | -14.3% | 9.1%
CCOC(=O)C1CCCN(C(=O)c2cc3ncc(Br)cn3n2)C1 (stereo not given) | -19.7% | -0.9% | 1.1%
CCN1CCN(c2oc(-c3ccc([N+](=O)[O-])cc3)nc2C#N)CC1 | ? | -19.9% | /
CC(C)OC(=O)C(NC(=O)c1ccccc1)=C1CCCCC1 | -9.2% | -5.4% | 5.1%
C[C@H]1CN([C@@H](C)CO)C(=O)c2cccc(NC(=O)Nc3ccc(C(F)(F)F)cc3)c2O[C@@H]1CN(C)S(=O)(=O)c1ccc(Cl)cc1 | 8.2µM* | 7.31µM* | 2.9%
Cc1ccc(N(CC(=O)N2CCCCCC2)S(C)(=O)=O)cc1 | 7.3% | 3.5% | /
Cc1nc(N2CCCCC2)sc1C(=O)c1ccc(SCCO)c([N+](=O)[O-])c1 | 18.4µM* | ? | 8.1%
Fc1ccc(-c2nc(Nc3cccc(Cl)c3)nc3c2COc2ccccc2-3)cc1 | ? | -23.3% | -2.9%
O=S(=O)(NCC1CCCO1)c1ccc(S(=O)(=O)N(Cc2ccc(F)cc2)C2CCCCC2)cc1 (stereo not given) | ? | ? | /
O=C(Cc1cccs1)Nc1cccc(-c2ccc3nncn3n2)c1 | ? | 5.9% | 2.6%
COc1ccc(-n2c(C(C)n3nc(C)c([N+](=O)[O-])c3C)n[nH]c2=S)cc1 (stereo not given) | -1.5% | -5.7% | 0.2%
CCOC(=O)c1c(C)[nH]c(C(=O)N/N=C/c2ccc(Br)cc2)c1C | 0.0231µM* | 1.16µM* | 1.9%
CC(=O)Nc1ccc(SCCN2CC[C@@H](C)CCC2=O)cc1 | -3.1% | 0.3% | -0.6%
CCc1cc(C(=O)N/N=C/c2ccc(O)cc2O)c2ccccc2n1 | ? | 8.2µM* | 3.4%
[O-][N+]1=C2CCC/C(=N\O)C2=NC12CCCCC2 | -1.5% | 8.8% | 3.7%
CC(=O)Nc1ccc(S(=O)(=O)Nc2nnc(CC(C)(C)C)s2)cc1 | -27.6% | -29.9% | 8.3%
Nc1[nH][nH]c(=O)c1N=Nc1cccc(Cl)c1 | -21.9% | -21.0% | 5.1%
O=C(CSc1nc2ccccc2s1)Nc1ccc2c(c1)OCO2 | ? | 0.1% | 5.5%
CN(Cc1ccc(-n2cccn2)cc1)C(=O)c1cnn2c1NC(c1ccco1)CC2C(F)(F)F (stereo not given) | 16.4µM* | 23.1µM* | -5.6%
O=C(Nc1cccs1)Nc1ccc(Br)cc1F | 20.6µM* | ? | -3.4%
O=C(COC(=O)c1cnccn1)c1ccc(-c2ccccc2)cc1 | -2.8% | 7.6% | -15.3%
CCCc1nc2oc3ccccc3c(=O)c2c(=O)n1CCCOC | -13.6% | 8.7% | -1.2%
CCc1ccc(-n2nc(CO)c(C(=O)NC(C)c3ccc(Cl)cc3)n2)cc1 (stereo not given) | -14.9% | -28.0% | 4.7%
CCOC(=O)C1CCN(Cc2cccc(Oc3ccccc3)c2)CC1 | -30.8% | -17.7% | /
COc1ccc2c(c1)c(=O)c(C(=O)c1ccc(C)cc1)cn2Cc1ccccc1F | ? | ? | 4.6%
Cc1ccc(S(=O)(=O)N2CCN(C(=O)c3ccc(S(=O)(=O)N4CCCC4)cc3)CC2)cc1 | 10.8% | -5.9% | 6.3%
Cc1ccc(S(=O)(=O)NC(=O)c2ccccc2)cc1C(C)C | -7.0% | -2.5% | -2.8%
COc1ccc(CNC(=O)COC(=O)c2ccc(C(=O)c3ccccc3)cc2)cc1 | -10.2% | -18.2% | -0.1%
COCCn1c(SCC(=O)c2cc(C)n(C)c2C)nc2ccccc2c1=O | 13µM* | ? | 5.1%
COc1ccc(/C=C2\SC(=S)N(CCC(=O)N3CCOCC3)C2=O)cc1 | ? | ? | 0.8%
CC(=O)Nc1ccc(NC(=O)Cn2cc3c(n2)CCCCC3)cc1 | -2.8% | -1.1% | 5.1%
O=c1nc(SCc2c(F)cccc2Cl)nc(-c2ccc(Cl)cc2)[nH]1 | ? | -25.4% | /
O=C(COc1cccnc1[N+](=O)[O-])N1CCN(S(=O)(=O)c2ccc3ccccc3c2)CC1 | 1.7% | 9.2% | 5.5%
COC(=O)c1ccc(-c2noc(CN(C)Cc3ccncc3C)n2)cc1 | ? | -18.3% | -1.2%
CCN1C(=O)NC(c2ccccc2)(c2ccccc2)C1=O | -6.5% | 0.8% | /
CCOc1ncccc1C(=O)OCc1cc(=O)oc2c(C)c(C)ccc12 | -26.2% | -4.9% | 1.9%
Nc1nc2c(ncn2C2OC(COC(=O)c3ccccc3)C(OC(=O)c3ccccc3)C2OC(=O)c2ccccc2)c(=O)[nH]1 (stereo not given) | 20.6µM* | ? | 4.5%
CCOC(=O)c1c(C)[nH]c(C)c1C(=O)COC(=O)[C@@H](NC(=O)c1ccco1)C(C)C | -16.3% | -3.7% | 3.4%
COc1ccc(CN(Cc2ccc(C(=O)O)cc2)C(=S)Nc2ccccc2F)cc1OC | -11.6% | -17.7% | -4.6%
Cc1ccc(C(=O)NCCSc2ccccc2)cc1S(=O)(=O)Nc1ccccc1 | -26.8% | -23.5% | 4.1%
COc1ccc(N2C(=O)CC(NCC#N)C2=O)cc1 (stereo not given) | -3.5% | -23.5% | /
Cc1ccc(NC(=O)c2cc(NC(=O)/C=C\C(=O)O)ccc2N2CCCCC2)cc1 | ? | 0.6% | 3.2%
CCOC(=O)c1c(NC2OC(=O)c3c2ccc(OC)c3OC)sc(C(=O)OC(C)(C)C)c1C (stereo not given) | ? | ? | 1.9%
CCOc1ccc(/C=N/NC(=S)NC2CC3C=CC2C3)cc1 (stereo not given) | ? | ? | 7.6%
Cc1ccnc(NC(=O)c2cccc(S(=O)(=O)N3CCOCC3)c2)c1 | -15.3% | -13.5% | /
O=C(Nc1ccccc1C(=O)N1CCOCC1)c1ccc(CSc2ccccc2)cc1 | ? | ? | -7.7%
CCOc1cc(/C=N/N=C(\N)c2nonc2N)cc(Br)c1OCc1cccc2ccccc12 | 13µM* | 23.1µM* | 2.3%
Cc1cc(C)c(S(=O)(=O)c2ccc(Cl)cc2)c(Cl)n1 | -3.8% | -2.1% | 2.9%
CCC(CC)c1nnc(NC(=O)c2ccc(S(=O)(=O)N3CCc4ccccc4C3)cc2)s1 | -18.1% | -8.2% | 5.3%
Cc1c2cccn2cc[n+]1C | 0.9% | -1.0% | 5.6%
COc1ccc(C(=O)/C=C/c2ccccc2C(F)(F)F)cc1 | 23.1µM* | 29.1µM* | 0.0%
CC(OC(=O)CC(C)c1ccccc1)C(=O)Nc1ccc(Cl)cn1 (stereo not given) | -0.4% | 1.2% | -12.7%
O=C(NCCO)C(=O)NCC1OCCCN1S(=O)(=O)c1ccc2c(c1)OCCO2 (stereo not given) | -9.2% | -0.9% | 1.2%

# Additional structures follow:
molecule | TDP1 cell noCPT | TDP1 cell CPT | TDP1 block
Cc1cc(C)c2oc(C(=O)N(Cc3cccs3)C3CCS(=O)(=O)C3)cc(=O)c2c1 (stereo not given) | ? | ? | -2.8%
COc1cccc(C(=O)NCC(=O)OCC(=O)Nc2ncc(Cl)cc2Cl)c1 | -6.5% | -1.4% | -12.8%
Cc1cccc(OCC(=O)Nc2ccccc2N2CCN(C(=O)C(C)C)CC2)c1C | ? | 20.6µM* | 0.0%
COc1ccc(NC(=O)C2(c3ccc(NC(=O)c4ccc(OC)c(OC)c4)cc3)CCCC2)cc1 | 6.5% | -5.8% | 1.0%
Cc1ccc(NC(=O)c2cc3ccccc3o2)cc1S(=O)(=O)N(C)C | ? | 29.1µM* | -2.3%
Cc1sc(C2C(C#N)=C(N)N(c3cccc(Cl)c3)C3=C2C(=O)CCC3)cc1CN1CCOCC1 (stereo not given) | ? | -13.7% | 8.4%
CC1(C(=O)NS(=O)(=O)c2ccccc2Cl)CCN1C(=O)CCC1CCCC1 (stereo not given) | -3.3% | -8.1% | /
Cc1cccc(NC(=O)CN(C)C(=O)C2CCCC2)c1C | 22.8% | -15.1% | 2.7%
CC(=O)Nc1ccc(C(=O)N/N=C/c2ccccc2OCc2ccccc2)cc1 | 20.6µM* | ? | 6.1%
COCCn1c(=N)c(C(=O)NCCc2ccc(OC)cc2)cc2c(=O)n3cccc(C)c3nc21 | 29.1µM* | 23.1µM* | -5.2%
COC(=O)c1ccc(NC(=O)c2cc(S(=O)(=O)N3CCc4ccccc43)cn2C)cc1 | -8.7% | -16.7% | 7.8%
Cn1c(NC(=O)c2ccccc2)cc(=O)n(C)c1=O | -7.4% | 12.8% | 2.5%
CCN(CC)c1ccc(NC(=O)c2cccc(OC)c2)c(C)c1 | ? | 29.1µM* | 2.2%
CCOC(=O)C1CCCN(C(=O)c2cc(=O)c3ccccc3o2)C1 (stereo not given) | -0.3% | 0.2% | 0.0%
C[C@@H]1CN([C@H](C)CO)C(=O)Cc2cc(NC(=O)Cn3cnnn3)ccc2O[C@@H]1CN(C)Cc1ccc(Cl)c(Cl)c1 | ? | 18.4µM* | 5.6%
CSc1cc(C)n(-c2ccc(Cl)cc2)c(=S)c1C(C)=O | ? | -20.1% | 3.8%
COc1ccccc1CNc1ncnc2sc(C(=O)N(C)C(C)C)c(C)c12 | ? | -3.8%[9.04 µM] | /
CC(C)c1ccc(CNc2nc(-c3ccco3)nn2C(=O)c2ccc([N+](=O)[O-])cc2)cc1 | ? | ? | 2.6%
CCOC(=O)C1CCN(S(=O)(=O)c2ccc(Cl)s2)CC1 | -13.1% | -12.7% | 3.6%
Cc1cc2occ(CC(=O)Nc3nnc(C4CC4)s3)c2cc1C | -16.4% | -25.9% | -1.0%
Cc1nc(S(=O)(=O)N(C)Cc2ccccc2)c(C#N)c(C)c1Cl | ? | -22.5% | 5.2%
CCOCCCNC(=O)CCN1C(=O)c2ccccc2Sc2ncccc21 | -9.3% | -9.2% | /
COc1cccc(C(=O)OCc2cc(=O)oc3c(C)c(C)ccc23)c1OC | ? | ? | 2.6%
CN(CCc1ccccc1)C(=O)c1ccc(NC(=O)Cc2ccc(NC(=O)C3CCN(C(=O)C4CCC4)CC3)cc2)cc1 | 10.3µM* | ? | /
O=C(/C=C/c1ccccc1)OCCN=C1NS(=O)(=O)c2ccccc21 | ? | ? | /
CC(C)C[C@H]1COc2cc(N3CCSCC3)ccc2S(=O)(=O)N1 | -24.2% | -4.6% | /
Cc1ccc(CNC(=O)CSCC(=O)O)cc1 | -0.2% | 8.8% | 6.6%
O=C(NCCN1CCOCC1)c1ccc2c(c1)N(Cc1ccccc1)CCS2 | ? | ? | 3.7%
Cc1ccccc1-c1nc(CS(=O)(=O)CC(=O)NCCc2ccccc2)c(C)o1 | -25.7%&-14.9% | ? | 0.6%&2.3%
Cc1ccc2nc3c(cc(C(=O)NCC4CCCO4)c(=N)n3CC3CCCO3)c(=O)n2c1 (stereo not given) | -11.1% | 6.5% | 1.7%[0.0935 µM]
CC(SCc1ccccc1)C(=O)N/N=C/c1cc2c(cc1Br)OCO2 (stereo not given) | ? | ? | 3.1%
CCN1CCC(=NNC(=O)CC23CC4CC(CC(C4)C2)C3)CC1 | 15.0% | -2.0% | 5.1%

# A second format for part of the listing above.
# Values run as follows: TDP1 cell noCPT | TDP1 cell CPT | TDP1 block
> CC(SCc1ccccc1)C(=O)N/N=C/c1cc2c(cc1Br)OCO2 (stereo not given)
→ ? | ? | 3.1%
> CCN1CCC(=NNC(=O)CC23CC4CC(CC(C4)C2)C3)CC1
→ 15.0% | -2.0% | 5.1%

# Taken from above:
# Cc1ccc2nc3c(cc(C(=O)NCC4CCCO4)c(=N)n3CC3CCCO3)c(=O)n2c1 (stereo not given) in TDP1 cell CPT = 6.5%
# CC(SCc1ccccc1)C(=O)N/N=C/c1cc2c(cc1Br)OCO2 (stereo not given) in TDP1 block = 3.1%

# More results.
molecule | TDP1 cell noCPT | TDP1 cell CPT | TDP1 block
O=C(CSc1nc(O)c(Cc2ccccc2)c(=O)[nH]1)Nc1nc2c(s1)CCCC2 | ? | -15.5% | 6.0%
C[C@H](NC(=O)c1ccccc1)C(=O)OCC(=O)Nc1ccc2c(c1)OCO2 | -7.1% | -6.6% | 3.2%
Cc1c(NC(=O)C(C)(C)C)cccc1-c1nc2ccccc2s1 | ? | 13µM* | 3.6%
COc1cc(SC)ccc1C(=O)OCC(=O)NC1CCCCC1 | ? | 0.0% | -2.9%

# Screens deposited in PubChem by National Center for Advancing Translational Sciences (NCATS).
